GAA glycogen: alters human alpha-glucosidase cleavage of glycogen; 300,000 tested, 0.38% active; P10253; AID 2100; Potency, µM (titrated, usually from 76.4 µM), for inactives: top-dose activity change, negative = inhibition, actives largely listed as inhibitors; recombinant GAA, glycogen substrate, Amplex Red glucose oxidase fluorescence; active means well fitted inhibition curve with a large enough effect; inconclusive means small, poorly fitted or top-dose-only effect, or another doubt; inactive means no such curve, though single readings can be large or run the other way;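 further: 0% = full enzyme reaction and -100% = no-enzyme basal signal; the screen sought inhibitors and activators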
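Recombinant human enzyme (4 nM); glycogen substrate; 37 C, 40 min, pH 5.0. Readout: coupled glucose oxidase/Amplex Red fluorescence.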
* hit, by the source's call; ? = inconclusive; & = joins results of further samples; [ ] = dose if it differs, or a comment. Potency means the concentration at half of the fitted maximal effect.

no. | structure | GAA glycogen
1 | CC(NS(=O)(=O)c1cn(C)c(=O)n(C)c1=O)c1ccccc1 (stereo not given) | -1%[76.3 µM]
2 | Cc1cccc(NC(=O)[C@H](C)NC(=O)[C@@H]2Cc3ccccc3CN2C(=O)OC(C)(C)C)c1 | -4%[76.3 µM]
3 | COc1ccc(NC(=O)C2CCN(S(=O)(=O)c3c(C)nn(C)c3C)CC2)cc1 | -11%[76.3 µM]
4 | O=C(c1ccc(F)cc1)N(Cc1ccco1)C1CCS(=O)(=O)C1 (stereo not given) | 0%[76.3 µM]
5 | CCc1cccc(NC(=O)CSc2nc3ccsc3c(=O)n2CC)c1 | 6%[76.3 µM]
6 | COC(=O)CC1Oc2ccc(C)cc2-n2cc(-c3ccc(C)cc3)nc21 (stereo not given) | 9%[76.3 µM]
7 | COc1cc(C(C(=O)NC2CCCC2)N(C(=O)c2snc(C(N)=O)c2N)c2ccccc2)cc(OC)c1OC (stereo not given) | 4%
8 | CCCCCOc1ccc(NC(=O)Cc2csc(C)n2)cc1 | 3%[76.3 µM]
9 | Cc1ccccc1C(=O)Nc1nc2nc(C)c(C)c(=O)n2[nH]1 | 5%[76.3 µM]
10 | CC(C)(C)c1cc(NC(=O)Nc2ccccc2)no1 | -3%
11 | COc1ccccc1C(=O)NNC(=O)Cc1ccccc1 | -1%
12 | C#Cc1cccc(C(=O)N2CCCC(Nc3cccc(F)c3)C2)c1 (stereo not given) | 1%[76.3 µM]
13 | COc1ccc(CCNC(=S)NNC(=O)c2c(Br)c(C)nn2C)cc1OC | 4%[76.3 µM]
14 | CCN(CC)CCNc1cc(C)c(C#N)c2nc3ccccc3n12 | 5%[76.3 µM]
15 | CCOc1ccc(C(=O)Nc2cc(-c3ccccc3)no2)cc1 | 3%[76.3 µM]
16 | CN(CCO)S(=O)(=O)c1ccc2c(c1)C(=O)c1cc(S(=O)(=O)N(C)CCO)ccc1-2 | 3%[76.3 µM]
17 | CCCc1nnc(SCC(=O)NC2CCCCC2)n1CCOC | ?
18 | CCOc1ccc(N(CC(=O)Nc2cccc(C)c2)S(C)(=O)=O)cc1 | 12%[76.3 µM]
19 | CCOc1ccc(N(CC)C(=O)c2cc3c(s2)-c2ccccc2OC3)cc1 | 1%[76.3 µM]
20 | CCOc1ccc(C(=O)Nc2cccc(NC(=O)c3ccc(Cl)cc3Cl)c2)cc1 | 2%[76.3 µM]
21 | CCN(CC)C(=O)C1CCCN(C(=O)c2cc(COc3cccc(OC)c3)on2)C1 (stereo not given) | -1%[76.3 µM]
22 | Cn1cc(S(=O)(=O)N2CCOCC2)cc1C(=O)NCCc1ccccc1 | 21%[76.3 µM]
23 | COc1ccccc1C(=O)Nc1ccnn1C1CCN(C/C=C/c2ccc(F)cc2)CC1 | 0%[76.3 µM]
24 | COc1cc2c(cc1OC)C(COc1ccc3c(C)cc(=O)oc3c1)N(C(=O)c1ccc(C)cc1)CC2 (stereo not given) | 9%[76.3 µM]
25 | Cc1cc(C(=O)NC2CCCc3c2cnn3-c2cc(F)cc(F)c2)nn1C (stereo not given) | -10%[76.3 µM]
26 | Cc1ccc(C(=O)N2CCN(Cc3ccc4c(c3)OCO4)CC2)c(Cl)c1 | 0%[76.3 µM]
27 | CC(=O)c1ccc(NC(=O)c2ncn(-c3ccccc3)n2)cc1 | 15%[76.3 µM]
28 | COc1ccc(C(C(=O)NC(C)(C)C)N(C(=O)CCC(=O)Nc2cc(C)on2)c2c(C)cccc2C)cc1 (stereo not given) | 1%[76.3 µM]
29 | CC(=O)Nc1ccc(Cl)c(-c2nc3ncccc3o2)c1 | -1%
30 | CCc1ccc2c(c1)c(=O)c(S(=O)(=O)c1ccc(F)cc1)cn2CC(=O)Nc1ccc(C)cc1C | ?
31 | NCC1CC2c3ccccc3C1c1ccccc12 (stereo not given) | 8%
32 | CCc1ccc(S(=O)(=O)c2nnn3c2nc(NC2CCCCCC2)c2sccc23)cc1 | 15%[76.3 µM]
33 | CCc1ccccc1N1CC(c2nc3ccccc3n2Cc2cccc(C)c2)CC1=O (stereo not given) | -4%[76.3 µM]
34 | COc1ccc(OC)c(S(=O)(=O)N2CCN(c3ccccc3OC)CC2)c1 | -1%
35 | CCOC(=O)c1cc2c(=O)n3ccccc3nc2n(CC(C)C)c1=NC(=O)c1cc2ccccc2o1 | 10%[76.3 µM]
36 | COc1cccc(NC(=O)c2c([N+](=O)[O-])cnn2C)c1 | 3%[76.3 µM]
37 | O=C(c1cccs1)c1cn(CCOc2ccc(F)cc2)c2ccccc12 | 3%[76.3 µM]
38 | O=C(Nc1ccccc1)c1cn(-c2ccccc2)nc1-c1ccccc1 | 1%[76.3 µM]
39 | C[C@@H]1CCC(=O)N(C[C@@H](C)CSc2ccccc2)CC1 | 12%[76.3 µM]
40 | Cc1ccc(S(=O)(=O)N(C)C)cc1NC(=O)COC(=O)Cc1n[nH]c(=O)c2ccccc12 | -4%[76.3 µM]
41 | COc1cc(CN(C)Cc2cccc3ccccc23)cc([N+](=O)[O-])c1O | 4%[76.3 µM]
42 | COc1cc(CCC(=O)Nc2nccs2)cc(OC)c1OC | -13%
43 | COc1ccc(OC)c(/C=N/N(CCC#N)C2=NS(=O)(=O)c3ccccc32)c1 | 3%
44 | COC(=O)c1c(NC(=O)c2cc(=O)c3ccc(C)c(C)c3o2)sc2c1CCCC2 | -3%[76.3 µM]
45 | COc1ccc(-c2ccc(NS(=O)(=O)c3cccc([N+](=O)[O-])c3)cc2)nn1 | -2%[76.3 µM]
46 | COc1ccc(CCNC(=O)/C=C/c2ccco2)cc1 | 13%[76.3 µM]
47 | CCOC(=O)c1cc2c(=O)n3ccccc3nc2n(CC(C)C)c1=NC(=O)COc1ccc(Cl)cc1 | 15%[76.3 µM]
48 | Cc1ccc2nc3c(cc(C(=O)NCC4CCCO4)c(=N)n3C(C)C)c(=O)n2c1 (stereo not given) | 19%[76.3 µM]
49 | Cc1ccc(C(=O)N2CCCC(Nc3ccc(F)c(F)c3)C2)cn1 (stereo not given) | -8%[76.3 µM]
50 | CCc1c(C)c2ccc(OCC(=O)NCC3CCC(C(=O)O)CC3)c(C)c2oc1=O (stereo not given) | -9%[76.3 µM]

By substructure, the compounds so far containing a nitro group on carbon
no. | structure | GAA glycogen
36 | COc1cccc(NC(=O)c2c([N+](=O)[O-])cnn2C)c1 | 3%[76.3 µM]
41 | COc1cc(CN(C)Cc2cccc3ccccc23)cc([N+](=O)[O-])c1O | 4%[76.3 µM]
45 | COc1ccc(-c2ccc(NS(=O)(=O)c3cccc([N+](=O)[O-])c3)cc2)nn1 | -2%[76.3 µM]

Other entries:
no. | structure | GAA glycogen
51 | COc1ccccc1CNC(=O)c1cc2c(-c3ccc(Cl)cc3)nn(C)c2s1 | -6%[76.3 µM]
52 | CC(=O)Nc1ccc(NC(=O)CC2CCCC2)cc1 | 1%
53 | CC(=O)Nc1ccc(C)cc1-c1nc2ccccc2n(CC(=O)c2ccc(Cl)cc2)c1=O | 2%[76.3 µM]
54 | CCc1nc2onc(C)c2c(=O)n1CC(=O)O | 12%[76.3 µM]
55 | CCOCc1cc(CN2CCN(c3cccc(C(F)(F)F)c3)CC2)c(O)c2ncccc12 | 2%[76.3 µM]
56 | CC(NC(=O)CN(c1cccc(C(F)(F)F)c1)S(C)(=O)=O)c1ccccc1 (stereo not given) | -3%[76.3 µM]
57 | O=S(=O)(Cc1ccccc1)NCCc1ccc(F)cc1 | -10%[76.3 µM]
58 | Cc1ccc(CNC(=O)C2CCCN(S(=O)(=O)c3ccc4c(c3)oc(=O)n4C)C2)cc1 (stereo not given) | -5%[76.3 µM]
59 | O=C(CN1C(=O)NC2(CCCC2)C1=O)Nc1cccc(Cl)c1Cl | 3%
60 | CCC(C(=O)Nc1nc(C)c(C)s1)c1ccccc1 (stereo not given) | -25%[76.3 µM]
61 | CCOC(=O)c1cc(CC)sc1NC(=O)CN1CCN(C(=O)C2CCCO2)CC1 (stereo not given) | -5%[76.3 µM]
62 | COCCCNc1nc2c(S(=O)(=O)c3ccccc3)nnn2c2ccc(Cl)cc12 | 6%[76.3 µM]
63 | Cc1noc(C(=O)N2CCN(Cc3ccc4c(c3)OCO4)CC2)c1Cl | 9%[76.3 µM]
64 | CCCOC(c1ccccc1)(c1ccccc1)C(Oc1nc(C)cc(C)n1)C(=O)O (stereo not given) | -1%[76.3 µM]
65 | NC(=O)CSc1nnc(-c2ccccc2F)n1C1CC1 | -5%
66 | Cc1occc1C(=O)N1CCCC(Nc2ccc(F)c(F)c2)C1 (stereo not given) | -1%[76.3 µM]
67 | COc1ccc(C)cc1NC(=O)CCNC(=O)Cn1cnc2ccccc2c1=O | 10%
68 | COCCn1c(-c2ccc(F)cc2)nc2cccnc21 | -2%
69 | CCC(Sc1nnc2c3ccccc3n(CC)c2n1)C(=O)Nc1ccc(NC(C)=O)cc1 (stereo not given) | -8%[76.3 µM]
70 | Cc1ccccc1NC(=O)Cn1cnc2c(oc3nc4c(cc32)CCCC4)c1=O | 1%[76.3 µM]
71 | O=C(CCC(=O)N1CCOc2ccccc21)NCCCN1CCCCC1 | -10%[76.3 µM]
72 | CC(=O)CSc1nc(-c2ccccc2)c(-c2ccccc2)o1 | -1%[76.3 µM]
73 | CC(=O)c1cccc(NC(=O)C2=CC(c3ccco3)=NS(=O)(=O)N2C)c1 | -11%&12%[76.3 µM]
74 | Cc1ccccc1NC(=O)Cn1cc(S(=O)(=O)c2ccccc2)c(=O)c2ccccc21 | 15%[76.3 µM]
75 | CCOc1ccc(N/C=C/C(=O)c2ccccc2)cc1 | -15%[76.3 µM]

Ordered by the number under GAA glycogen (falling): some entries from above
entry	smiles	GAA glycogen
67	COc1ccc(C)cc1NC(=O)CCNC(=O)Cn1cnc2ccccc2c1=O	10%
59	O=C(CN1C(=O)NC2(CCCC2)C1=O)Nc1cccc(Cl)c1Cl	3%
52	CC(=O)Nc1ccc(NC(=O)CC2CCCC2)cc1	1%
68	COCCn1c(-c2ccc(F)cc2)nc2cccnc21	-2%
65	NC(=O)CSc1nnc(-c2ccccc2F)n1C1CC1	-5%

Along the list, from the results shown.
GAA glycogen, entries 30 to 39: ?, 8%, 15%[76.3 µM], -4%[76.3 µM], -1%, 10%[76.3 µM], 3%[76.3 µM], 3%[76.3 µM], 1%[76.3 µM], 12%[76.3 µM]

(listing goes on)
no. | structure | GAA glycogen
76 | CCCc1ccc2oc(C(=O)N3CCN(CC(=O)NC(C)C)CC3)c(C)c2c1 | -11%[76.3 µM]
77 | CC(C)c1cccc(OCC(=O)Nc2ccc(S(=O)(=O)Nc3ccccn3)cc2)c1 | 12%
78 | COc1cc(-c2nc3cnccn3c2NC(C)(C)CC(C)(C)C)ccc1O | ?
79 | Clc1ccc2c(c1)NC(c1ccncc1)=NC(c1cccs1)=N2 | -2%[76.3 µM]
80 | Cc1ccc(C(=O)C(C)OC(=O)Cn2[nH]c(=O)c3ccccc3c2=O)cc1 (stereo not given) | 3%[76.3 µM]
81 | Cc1cccc2nc(Cn3c(=O)n(-c4ccccc4)c(=O)c4c5c(sc43)CCC5)cc(=O)n12 | -2%[76.3 µM]
82 | CCN(CC)S(=O)(=O)c1ccc(C(=O)NCCSc2c(-c3ccc(OC)cc3)[nH]c3ccccc23)cc1 | -7%[76.3 µM]
83 | CCc1ccccc1NC(=O)c1cc(-c2cccs2)on1 | 7%[76.3 µM]
84 | COc1ccc(C(=O)c2cn(CC(=O)Nc3ccc4c(c3)OCCO4)c3ccc(OC)cc3c2=O)cc1 | -15%[76.3 µM]
85 | COc1ccc(C)cc1S(=O)(=O)n1cnc(C)c1 | -3%[76.3 µM]
86 | Cc1cc(C)c(/C=N/NC(=O)c2nnn(-c3nonc3N)c2CN2CCC(C)CC2)c(C)c1 | -2%
87 | O=C1c2ccc(Oc3ccc([N+](=O)[O-])cc3)cc2C(=O)N1CCCO | 3%[76.3 µM]
88 | CC(C)c1ccc(CNCCSc2nnnn2-c2ccccc2)cc1 | 19%[76.3 µM]
89 | CCc1ccc(-n2cnc3cc(C(=O)NCC(OC)OC)ccc32)cc1 | 3%
90 | CC(C)[C@H](NC(=O)C1CC(=O)N(c2ccc(F)cc2)C1)C(=O)N1CCCCC1 (stereo not given in full) | 4%[76.3 µM]
91 | Cc1cccc(NC(=O)Cn2c(=O)n(CC3CCC(C(=O)NCCc4ccccc4)CC3)c(=O)c3ccccc32)c1 (stereo not given) | 16%[76.3 µM]
92 | O=C(NCc1nnc2c(C(F)(F)F)cc(Cl)cn12)c1cccnc1 | -4%[76.3 µM]
93 | CCOc1ccc(N(CC)S(=O)(=O)N2CCCC(C(=O)NCCc3ccc(OC)cc3)C2)cc1 (stereo not given) | -12%[76.3 µM]
94 | Cc1cccc(OCc2nnc(SCC(=O)NC3CCCC3)n2C)c1 | -16%
95 | C/C(=N\N1CCN(c2ccccc2)CC1)c1ccc(O)cc1 | ?
96 | Fc1ccc(-c2ccc(NCCN3CCOCC3)nn2)cc1 | -3%[76.3 µM]
97 | Cc1cc(C)c2oc(C(=O)NCc3ccccc3)cc(=O)c2c1 | 0%
98 | O=c1oc(-c2ccccc2Br)nc2ccccc12 | -2%[76.3 µM]
99 | CC1=C(C(=O)Nc2ccccc2C(=O)NCCCN2CCN(C)CC2)SCCO1 | -3%[76.3 µM]
100 | COc1cccc(CNC(=O)CCCc2c[nH]c3ccccc23)c1 | 6%[76.3 µM]
101 | Cc1ccc(Nc2c(-c3ccc(Cl)cc3)nc3sccn23)c(C)c1 | ?
102 | Cc1cccc(NC(=O)/C(C#N)=C/c2ccc[nH]2)c1C | 1%[76.3 µM]
103 | Cc1ccc(CC(=O)O/N=C(\N)c2ccncc2)cc1 | -5%[76.3 µM]
104 | CCN(CC)C(=O)Nc1ccc2c(c1)N(Cc1ccccc1)C(=O)c1ccccc1S2 | 12%[76.3 µM]
105 | CCOc1cc(C(=O)O)ccc1OCCOc1ccccc1 | 0%
106 | O=C1c2cccnc2C(=O)N1Cc1ccc(S(=O)(=O)N2CCOc3ccccc32)cc1 | 1%[76.3 µM]
107 | N#CN=C(c1ccccc1)c1ccccc1 | -1%[76.3 µM]
108 | O=C(CNC(=O)c1ccc(Br)o1)NCc1ccc(Cl)cc1 | 0%[76.3 µM]

Screening data deposited in PubChem by National Center for Advancing Translational Sciences (NCATS).

This is a subset (hit frequency here may not be typical).
